Assay outcomes (PubChem BioAssay)
EphB4 antag = blocks human EphB4 binding to ephrin-B2. P54760. hit rate 0.15% among 97,000. EphB4 LBD / TNYL-RAW-Alexa532 peptide, fluorescence polarization. inhibition, % at 7 µM;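 active means inhibition above the screen-wide mean inhibition plus 3 SD, cut at about 15% in these data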;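 further: 0% = DMSO wells and 100% = excess unlabeled TNYL-RAW peptide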
S1P2 ag = activates the human S1P2 receptor | O95136 | activation, % at 4.5 µM | hit rate 0.46% among 97,000 | S1P2-expressing cell line, agonist reporter read-out; in the data active means activation above about 16%;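 further: 0% = vehicle low control and 100% = maximal reference agonist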
PLAP act = activators of human placental alkaline phosphatase; P05187; purified PLAP enzyme, luminescent substrate read-out; hits give high values; activation fold at 20 µM; hit rate 1.2% among 96,000; AID 696; in the data active means activation fold above about 2
Rev-RRE block = HIV Rev-RRE protein-RNA interaction inhibition; AID 704; inhibition, % at 8 µM; P05866; Rev peptide-RRE RNA binding, FRET; hit rate 0.79% among 97,000;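 active means inhibition above the screen-wide mean plus 3 SD, cut at about 35% in these data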;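 further: 0% = median DMSO wells and 100% = median Neomycin B control wells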
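Assay system: Labelled RRE RNA duplex and labelled Rev peptide | Times: 5 min preincubation and 15 min binding, 25 °C | Detection: FRET, ex 480 nm, em 540 and 671 nm | Evaluation: % inhibition of FRET ratio versus controls | Benchmarks: DMSO wells as 0% and neomycin B wells as 100% inhibition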
PLK1 inh = inhibitors of human PLK1 kinase; AID 619; recombinant PLK1 kinase, TR-FRET peptide phosphorylation; hit rate 0.53% among 97,000; inhibition, % at 10 µM; P53350;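 active means inhibition of 50% or more in the single-concentration screen; inactive means inhibition below 50%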;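 further: 0% = DMSO max control and 100% = H-89 dihydrochloride min control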
FAK blocker = inhibitors of human focal adhesion kinase; Q05397; biochemical FAK kinase activity assay; inhibition, %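 (tested at 7 µM)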; hit rate 0.84% among 97,000; in the data active means inhibition above about 19%;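 further: 0% = DMSO and 100% = reference compound high control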
Target sequence (Q05397 whole entry, looked up): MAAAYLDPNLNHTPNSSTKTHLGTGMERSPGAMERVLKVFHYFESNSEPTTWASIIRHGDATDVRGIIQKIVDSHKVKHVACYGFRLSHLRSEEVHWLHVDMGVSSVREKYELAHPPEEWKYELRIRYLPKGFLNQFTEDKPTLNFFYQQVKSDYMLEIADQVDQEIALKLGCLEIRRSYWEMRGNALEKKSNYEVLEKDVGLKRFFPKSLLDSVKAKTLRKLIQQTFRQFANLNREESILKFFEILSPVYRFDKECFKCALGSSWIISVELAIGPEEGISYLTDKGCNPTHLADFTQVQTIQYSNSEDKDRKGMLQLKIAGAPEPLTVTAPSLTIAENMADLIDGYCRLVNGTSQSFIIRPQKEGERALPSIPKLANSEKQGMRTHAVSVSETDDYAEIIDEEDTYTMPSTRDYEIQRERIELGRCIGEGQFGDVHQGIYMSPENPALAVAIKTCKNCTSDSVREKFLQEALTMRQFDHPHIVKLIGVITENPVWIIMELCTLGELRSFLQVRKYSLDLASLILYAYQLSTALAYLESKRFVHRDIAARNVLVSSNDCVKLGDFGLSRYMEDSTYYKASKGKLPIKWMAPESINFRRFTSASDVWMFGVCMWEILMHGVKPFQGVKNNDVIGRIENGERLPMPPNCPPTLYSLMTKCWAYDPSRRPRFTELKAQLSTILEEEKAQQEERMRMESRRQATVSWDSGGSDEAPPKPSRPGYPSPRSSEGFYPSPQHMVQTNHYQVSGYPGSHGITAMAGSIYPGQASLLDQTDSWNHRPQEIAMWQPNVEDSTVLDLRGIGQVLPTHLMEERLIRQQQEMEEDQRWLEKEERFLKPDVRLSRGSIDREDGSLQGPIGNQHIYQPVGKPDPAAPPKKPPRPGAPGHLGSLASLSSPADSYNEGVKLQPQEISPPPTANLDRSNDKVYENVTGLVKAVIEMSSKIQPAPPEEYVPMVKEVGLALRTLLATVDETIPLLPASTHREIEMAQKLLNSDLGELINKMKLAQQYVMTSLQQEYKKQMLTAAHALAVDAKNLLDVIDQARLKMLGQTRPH
MT1-MMP txn act = activates MT1-MMP transcription; HT1080 MT1-MMP promoter luciferase reporter, luminescence, overnight; hits give high values; activation factor at 10 µM; hit rate 0.16% among 86,000; AID 750;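 active means activation factor of at least 2 for MT1-MMP transcription at 10 µM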
Plk1 PBD FP = blocks phosphopeptide binding to human Plk1 polo box domain; hit rate 0.13% among 97,000; AID 693; Plk1 PBD phosphopeptide binding, fluorescence polarization; inhibition, %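 (tested at about 20 µM)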; in the data active means inhibition above about 34%, passing the limit was not always enough
S1P2 blocker = S1P2 (human) receptor antagonism | cell-based S1P2 antagonist assay, inhibition at 5 uM | O95136 | AID 736 | inhibition, % at 5 µM | hit rate 0.21% among 97,000; in the data active means inhibition above about 45%;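 further: CRE beta-lactamase reporter cells expressing human S1P2 stimulated with S1P; 0% = agonist at EC80 alone and 100% = agonist plus reference antagonist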
The depositor's hits bear a star; / = no result given.

1. COc1cc(C(=O)N2CCC(NC(=O)C(Cc3ccccc3)NC(C)=O)CC2)cc(OC)c1OC (stereo unspecified)
2. Cc1cc(C(=O)N2CCN(CCc3ccccc3)CC2)no1
3. Cc1ccc2nc(NCC(=O)O)nc(-c3ccccc3)c2c1
4. CCOC(=O)c1ccc2[nH]c(C)c(CN3CCN(C)CC3)c(=O)c2c1
5. CC(=O)Nc1nc2c(c3c1c(=O)oc1ccccc13)CC(C)CC2 (stereo unspecified)
6. CCOc1cc(/C=C2\N=C(C)OC2=O)cc(Br)c1OCCc1ccccc1
entry no.	1	2	3	4	5	6
EphB4 antag	6	-2	-4	-3	0	0
S1P2 ag	-4	-1	-3	-5	-3	-1
PLAP act	1.5	1.1	1.1	/	/	1.9
Rev-RRE block	0	-3	-5	-1	13	-4
PLK1 inh	-6	-12	-15	-2	-11	-10
FAK blocker	-1	3	0	-1	2	-1
MT1-MMP txn act	1.1	1.1	/	1.1	0.9	/
Plk1 PBD FP	-2	-19	20	-19	3	-35
S1P2 blocker	-1	6	-20	0	-31	-13

7. Cc1nc2ccccc2n1CCc1nc2c3ccccc3nc(SCC(=O)NCc3ccco3)n2n1
8. CCCOc1c(Br)cc(C(=O)NCC)cc1OC
9. CCOC(=O)c1cc(-c2ccccc2)sc1NC(=S)Nc1cccc(C)n1
10. C[C@H](NC(=O)OC(C)(C)C)C(=O)NCC1CCC(C(=O)O)CC1 (stereo partly specified)
11. Cc1ccc(NC(=O)N/C=C/c2ccco2)c(C)c1
12. COC(=O)CN(c1nc(C)c(Cl)c(OC)n1)S(=O)(=O)c1ccc(C)cc1
entry no.	7	8	9	10	11	12
EphB4 antag	-4	3	-3	-4	4	1
S1P2 ag	-5	0	-8	-1	-6	-2
PLAP act	1.1	0.8	1	0.9	2.4*	1
Rev-RRE block	-2	-1	1	0	13	9
PLK1 inh	-9	-15	-11	-1	-4	-15
FAK blocker	16	-2	1	-3	-3	0
MT1-MMP txn act	1.2	1.1	/	1.3	/	1.3
Plk1 PBD FP	12	5	28	24	-25	-8
S1P2 blocker	1	-10	-14	7	-12	9

13. CC(C)CN(CC(C)C)C1=N/C(=C\c2ccco2)C(=O)N1c1ccccc1
14. C/C=C/c1ccccc1OCc1ccc(C(=O)O)o1
15. O=S(=O)(NCCCN1CCN(c2ccccc2F)CC1)c1cccc2cccnc12
16. CCn1c(=O)c2ccccc2n2c(SCC(=O)N3CCc4ccccc4C3)nnc12
17. c1ccc(-c2nc(NCC3CCCO3)c3ccccc3n2)nc1 (stereo unspecified)
18. CC1CC(N(C(=O)C2CC2)c2ccccc2)c2ccccc2N1C(=O)C1CC1 (stereo unspecified)
entry no.	13	14	15	16	17	18
EphB4 antag	3	7	0	-3	-1	6
S1P2 ag	7	-7	-5	-5	-3	-1
PLAP act	1	1.2	1.5	1.1	1.2	1.3
Rev-RRE block	4	4	7	5	3	3
PLK1 inh	-9	-5	-15	2	-12	-1
FAK blocker	-2	1	-8	-2	-10	-1
MT1-MMP txn act	/	1.2	1.3	/	1.1	1.2
Plk1 PBD FP	1	15	-7	-16	-11	-20
S1P2 blocker	-12	3	14	4	18	11

19. Cc1ccc(S(=O)(=O)NCC2CCC(C(=O)NCCCN3CCOCC3)CC2)cc1 (stereo unspecified)
20. c1ccc(-c2noc(-c3cccnc3)n2)cc1
21. Cc1ccc2cc3c(N)c(C(=O)N4CC(=O)Nc5ccccc54)sc3nc2c1
22. CC(=O)c1c(C)n([O-])c2ccc(C)cc2[n+]1=O
23. O=C(NCc1ccc2c(c1)OCO2)C(=O)NC1CCCCC1
24. CC(C)CCn1c(SCCN2CCOCC2)nc2c1c(=O)[nH]c(=O)n2C
entry no.	19	20	21	22	23	24
EphB4 antag	-5	-1	2	-3	-6	18*
S1P2 ag	-6	1	4	-3	-1	-4
PLAP act	1.5	0.9	0.9	1	1.1	1.6
Rev-RRE block	4	3	67*	4	12	6
PLK1 inh	-9	-3	-18	10	0	-6
FAK blocker	1	2	11	1	-1	6
MT1-MMP txn act	1	/	/	1.2	/	1.1
Plk1 PBD FP	-11	0	8	-14	-16	7
S1P2 blocker	5	2	8	-1	-6	19

25. O=C(CCC(=O)c1cccs1)OCc1nnc(-c2ccccc2)o1
26. CCCN(CCO)Cc1ccc(F)c(Br)c1
27. COc1ccc(OC)c(N=CC2=C(O)CC(C)(C)CC2=O)c1
28. O=C(O)CCN1C(=O)NC2(CCCC2)C1=O
29. CCCOP(=O)(c1ccc(N(C)C)cc1)C(O)c1ccncc1 (stereo unspecified)
30. Cc1cc(C(=O)N2CCc3ccccc32)c2ccccc2n1
entry no.	25	26	27	28	29	30
EphB4 antag	-6	2	-2	0	-8	-1
S1P2 ag	-7	-5	-5	-5	-6	-7
PLAP act	0.8	0.9	1.5	0.8	1.5	1.4
Rev-RRE block	-1	9	2	6	5	1
PLK1 inh	-18	-20	-4	-6	-1	-14
FAK blocker	1	-1	-1	-1	-2	-1
MT1-MMP txn act	1.2	1.1	1	1.3	1.1	1.2
Plk1 PBD FP	-3	21	23	3	4	-14
S1P2 blocker	7	15	13	8	1	-3

31. O=C(CCCSc1nc2ccccc2[nH]1)N1CCN(c2ccc([N+](=O)[O-])cc2)CC1
32. CCOCc1nc(N)[nH]c(=O)c1Cc1ccc(OC(C)C)cc1
33. O=c1c2ccccc2nc(/C=C/c2cccc([N+](=O)[O-])c2)n1CCCO
34. O=C(N/N=C/c1ccc(Cl)cc1)Nc1ccccc1
35. COc1ccc(-c2cc(C(F)(F)F)n3nc(C(=O)NCCCn4ccnc4)cc3n2)cc1
36. Cc1ccc(C(C(=O)NC(C)(C)C)N(Cc2ccco2)C(=O)CCC(=O)Nc2nccs2)cc1 (stereo unspecified)
entry no.	31	32	33	34	35	36
EphB4 antag	6	-2	0	-2	6	4
S1P2 ag	-3	-2	-4	-3	-4	-4
PLAP act	0.8	/	/	1	1.8	/
Rev-RRE block	8	2	7	9	5	4
PLK1 inh	-13	-10	1	-3	-15	24
FAK blocker	-1	1	-5	-2	0	0
MT1-MMP txn act	/	1.2	/	/	0.9	1.3
Plk1 PBD FP	-22	-6	15	0	24	-33
S1P2 blocker	5	-6	21	3	3	11

37. Cc1cccc(N2CCN(C(=O)Cn3cnc4c3c(=O)n(C)c(=O)n4C)CC2)c1C
38. CC(=O)N/C(=N/c1nc(C)cc(C)n1)Nc1ccc(NC(C)=O)cc1
39. CCS(=O)(=O)N1CCCC(C(=O)NCC2CCCO2)C1 (stereo unspecified)
40. Cc1oc2c(cc(NS(=O)(=O)c3cccs3)c3ccccc32)c1C(=O)OC(C)C
41. Nc1cc(=O)[nH]c(SCc2nnc(-c3ccccc3)o2)n1
42. CCOc1cc(/C=N/NC(N)=O)cc(Br)c1OCC(=O)Nc1cccc2ccccc12
entry no.	37	38	39	40	41	42
EphB4 antag	5	0	-1	4	-5	3
S1P2 ag	-5	-1	-5	-2	-4	-9
PLAP act	/	1	0.9	/	0.9	1.2
Rev-RRE block	2	2	5	12	2	-1
PLK1 inh	-6	-14	-7	-12	3	-23
FAK blocker	1	1	1	-3	-4	1
MT1-MMP txn act	1.1	1.1	1.1	1.2	0.9	/
Plk1 PBD FP	-19	-26	-27	5	3	-37
S1P2 blocker	-2	-2	28	-16	9	-5

43. CC1=NN(/C(=N\c2nnc(C)s2)Nc2ccc(C)cc2)[C@H](c2ccc(C)cc2)S1
44. COc1ccc(CCNc2oc(COc3ccccc3F)nc2C#N)cc1OC
45. COc1cc(NC(=O)c2ccccc2)c(OC)cc1Cl
46. N#Cc1ccc(CSc2nnc(Nc3ccccc3)s2)cc1
47. CN1CCN(C(CNS(=O)(=O)c2ccc(F)cc2)c2cccnc2)CC1 (stereo unspecified)
48. CCC(=O)Nc1ccc(-c2nc(-c3ccccc3)n(CC(=O)N3CCCCC3)n2)cc1
entry no.	43	44	45	46	47	48
EphB4 antag	1	-4	2	-8	-1	5
S1P2 ag	-1	-1	-1	1	-8	-6
PLAP act	/	1.7	/	0.9	/	0.8
Rev-RRE block	4	10	5	-2	5	2
PLK1 inh	-5	0	-5	-24	2	-13
FAK blocker	21*	-3	-1	-7	-10	0
MT1-MMP txn act	1.1	1.1	1.4	1.1	1	1.1
Plk1 PBD FP	-8	3	13	8	-9	8
S1P2 blocker	-16	-34	-26	-15	2	11

49. O=C(CCNC(=O)Cn1ccc2ccccc2c1=O)NCCN1CCc2ccccc2C1
50. COCCCN(C(C)=O)c1nc(-c2ccccc2)cs1
51. Cc1nn2c(-c3ccc(Cl)cc3Cl)nnc2s1
52. O=C(Nc1ccc2ccccc2c1)c1cccnc1
entry no.	49	50	51	52
EphB4 antag	1	-2	1	-5
S1P2 ag	0	-7	-3	-5
PLAP act	1.3	1.1	1.1	0.8
Rev-RRE block	1	0	4	1
PLK1 inh	-1	-2	-7	9
FAK blocker	-12	-8	5	-3
MT1-MMP txn act	1.1	0.9	1	1.3
Plk1 PBD FP	-14	12	13	-16
S1P2 blocker	-10	2	-18	5

Gathered by group: the entries above with an aryl methoxy group (7)
1. COc1cc(C(=O)N2CCC(NC(=O)C(Cc3ccccc3)NC(C)=O)CC2)cc(OC)c1OC (stereo unspecified)
8. CCCOc1c(Br)cc(C(=O)NCC)cc1OC
12. COC(=O)CN(c1nc(C)c(Cl)c(OC)n1)S(=O)(=O)c1ccc(C)cc1
27. COc1ccc(OC)c(N=CC2=C(O)CC(C)(C)CC2=O)c1
35. COc1ccc(-c2cc(C(F)(F)F)n3nc(C(=O)NCCCn4ccnc4)cc3n2)cc1
44. COc1ccc(CCNc2oc(COc3ccccc3F)nc2C#N)cc1OC
45. COc1cc(NC(=O)c2ccccc2)c(OC)cc1Cl
entry no.	1	8	12	27	35	44	45
EphB4 antag	6	3	1	-2	6	-4	2
S1P2 ag	-4	0	-2	-5	-4	-1	-1
PLAP act	1.5	0.8	1	1.5	1.8	1.7	/
Rev-RRE block	0	-1	9	2	5	10	5
PLK1 inh	-6	-15	-15	-4	-15	0	-5
FAK blocker	-1	-2	0	-1	0	-3	-1
MT1-MMP txn act	1.1	1.1	1.3	1	0.9	1.1	1.4
Plk1 PBD FP	-2	5	-8	23	24	3	13
S1P2 blocker	-1	-10	9	13	3	-34	-26
